Pf Dd2 growth: inhibitors of Plasmodium falciparum Dd2 growth; P. falciparum Dd2 growth, SYBR Green, 72 h; Potency, µM (series often up to 28.9 µM), for inactives: top-dose activity, negative = inhibition, most hits filed as inhibitors; hit rate 4.3% among 120,000; active = well fitted inhibition curve with a large enough effect; inconclusive = small, poorly fitted or top-dose-only effect; inactive = no such curve, though single readings can be large or run the other way;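 note: plate controls were DMSO vehicle for no effect and reference drug for full effect; nearly all actives have a fitted effect of over 65% in size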
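Readout: SYBR Green fluorescence, 485 nm excitation, 535 nm emission, after ~16 h lysis at 37C. Before that, Dd2-infected red cells (2.5% hematocrit) grew 72 h with compound, 29 uM top final concentration.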
* hit, by the source's call; i = inactive; ? = inconclusive; [ ] = another dose, or the depositor's remark. Potency is the fitted concentration of half-maximal effect.

SMILES	Pf Dd2 growth
CNCC(=O)N1CCC(n2nccc2NC(=O)Nc2ccccc2OC)CC1	-6%
Cc1ccccc1CN1CCOc2cc([S+](=O)([O-])Nc3cccnc3)ccc2C1	i
Cc1ccc(-c2ccc(C=O)cc2)c(C)c1	49%[activator][44.1 µM]
CCc1cccc(NC(=O)N(C)CC2CCOCC2)c1	-17%
O=C(C1CCCCCC1)N1CCC(n2cc(C3CCCCC3)nn2)CC1	-23%
Cc1ccc(CNC[C@H]2O[C@H](Cc3cc(CN(C)Cc4ccccc4)on3)CC[C@@H]2O)cc1	?
CC(C)C[C@@H]1N[C@H](C(=O)NCC2CC2)Cc2cn(Cc3nccn3C)c3cccc1c23	-18%[44.1 µM]
Cc1noc(/C=C/c2ccco2)c1S(=O)(=O)N1CCC(C(=O)Nc2ccc(F)c(Cl)c2)CC1	?
O=C(NCCC1=CCCCC1)c1ccc(N2CC3CC(C2)[C@H]2CCCC(=O)N2C3)nc1 (stereo partly drawn)	-7%
CCN(Cc1ccccc1)S(=O)(=O)c1cc(Br)cc2c1N(C(=O)C1CC1)CC2	7.9µM*
CCOc1cc(=O)n2c(c1C(=O)Nc1cc(OC)ccc1OC)CCCC2	12%
CCC(=O)N1CCc2sc(C(=O)NCc3ccc4c(c3)OCO4)cc2C1	i
CN1CC2(CCN(C(=O)Cc3c[nH]c4ccccc34)CC2)CC1C(=O)N1CCOCC1 (stereo not drawn)	21%
Cc1ccc(CN(C)Cc2ccc(-c3ccccc3)cc2)cc1	?
Cc1ccc(S(=O)(=O)Nc2cccc(-c3ccc(N4CCCCC4)nn3)c2)s1	?
COc1cccc(CNC(=O)c2ccc(CN3CC(=O)N4CCCCC4C3=O)cc2)c1 (stereo not drawn)	64%[activator]
O=C1COc2ccc(-c3cccc(O)c3)nc2CN1CCOc1ccccc1	i
N#Cc1cccc(S(=O)(=O)N[C@@H]2CCOC[C@H]2OCc2cscn2)c1	-6%
C=CCNC(=O)N1CCC(O)(c2csc(CN(CC)CC)n2)CC1	37%[activator][44.1 µM]
CC(C)c1nnc(C2CN(C(=O)COc3ccc(Cl)cc3)CC23CCOCC3)o1 (stereo not drawn)	-5%
CCCOc1ccc(CNC(=O)C(CC)n2nc(C)c3sc4ccccc4c3c2=O)cc1 (stereo not drawn)	22%
COc1cc(Nc2ncc3c(n2)CCN(Cc2cc(F)cc(F)c2)C3)cc(OC)c1	-5%
COc1ccc(-c2nc3c(c(-c4ccccc4)n2)CN(C(=O)C(C)(C)C)CC3)cc1	?
O=C(NCC1CC1)c1cccc(OC2CN(Cc3cccc(F)c3)C2)c1	i
Cc1ccc(-c2csc(=Nc3ccccc3)n2CCCO)cc1	i
CCOc1ccccc1C(=O)N1CCc2cn(C)c3cccc(c23)C1	-26%
COc1ccc(C(=O)N[C@@H]2CCC[C@@H]2C(=O)NCc2ccc(OC(C)C)cc2)cc1	-27%
COc1ccc([C@@H](NC(=O)c2scc3c2CCCC3)C2CC(O)C2)cn1 (stereo partly drawn)	-18%
CCn1nc(CC(C)C)cc1C(=O)N1C[C@@H](NC(C)=O)[C@H](C(C)C)C1	-3%
O=C1NCCN(Cc2ccoc2)C1CC(=O)N(CCO)Cc1ccccc1F (stereo not drawn)	-23%
COCCN1C(=O)c2ccccc2C(C(=O)NC2CCCCCC2)C12CCCC2 (stereo not drawn)	-13%
Cc1ccc(Cl)cc1NC(=O)N(Cc1ccc2c(c1)OCO2)C1CCN(Cc2ccccc2)CC1	?
Cc1ccccc1CN1c2ccccc2-c2nc(SCC(=O)Nc3cc(F)ccc3F)ncc2S1(=O)=O	?
COc1ccc(CN2CCc3c(c(=O)n4ncc(C(=O)N5CCN(c6ccccc6F)CC5)c4n3C)C2)cc1	?
COc1cc2c(cc1OC)CN(Cc1cc3n(n1)CCCNC3)CC2	-8%
O=C(C1CCCCCC1)N1CCC(n2cc(-c3ccsc3)nn2)CC1	-25%
COc1ccc(CCNC(=O)Cn2c(=O)c3cccn3c3ccc(F)cc32)cc1OC	32%[activator]
COc1ccc(-c2cn(C[C@H]3CC4CCN3C[C@@H]4C(=O)NCc3ccc4c(c3)OCO4)nn2)cc1 (stereo partly drawn)	?
Cc1onc(-c2ccccc2Cl)c1C(=O)Oc1ccc(Br)cc1	17%
CN1CCC(NC(=O)c2ccc3c(c2)N(S(=O)(=O)c2ccccc2F)CC3)CC1	?
O=C(C1CCOCC1)N1CCC2(CN[S+](=O)([O-])c3cnccc3O2)C1 (stereo not drawn)	30%[activator]
COc1ccc(N2Cc3c(NCC(C)C)ncnc3N(C)CC2=O)cc1	4%
Cc1ccc2c(=O)c(C(=O)c3ccc(F)cc3)cn(CC(=O)NCCc3ccccc3)c2n1	?
COc1cccc(N2CC(NC(=O)COc3ccccc3F)CC2=O)c1 (stereo not drawn)	12%
O=c1c2c3c(sc2n(Cc2cc(=O)n4ccccc4n2)c(=O)n1-c1ccc(Cl)cc1)CCC3	27%
Cc1ccc(NC(=O)Cn2c(=O)c(-c3noc(C)n3)c3n(c2=O)CCCCC3)c(C)c1	i
COc1ccccc1OCC(=O)NCC(c1ccc(Cl)cc1)N1CCOCC1 (stereo not drawn)	-20%
CCCNC(=O)C1COC2(CCCCC2)N1C(=O)c1cccc(Cl)c1 (stereo not drawn)	3%
COCCNC(=O)c1ccc(OC2CCN(Cc3cccc4c3OCO4)CC2)c(Cl)c1	7.1µM*
O=C(CN1C(=O)NC2(CCCCC2)C1=O)Nc1cc(F)ccc1F	40%
COc1cc(SC)ccc1C(=O)N[C@H]1C[C@H]2C(=O)Nc3ccc(-c4ccc5c(c4)OCO5)cc3C(=O)N2C1	-20%
COc1ccc(C2(C(=O)N3CCN(c4ccccn4)CC3)CCOCC2)cc1	-1%
COc1ccc(C2CC(=O)c3cc(-c4nc(-c5cccc([N+](=O)[O-])c5)cs4)c(=O)n(-c4ccccc4)c3C2)cc1 (stereo not drawn)	3%
O=C1CC(C(=O)O)C2(CCN(c3cc(C(=O)O)c4ccccc4n3)CC2)N1 (stereo not drawn)	0%
COC[C@H]1NC(=O)CC[C@H]1C(=O)NCc1ccccc1	7%
O=C(c1ccccc1Br)N1CCN(c2cc(-c3cccs3)[nH]n2)CC1	i
CC(c1cccc(-c2nc3c(cc2C(N)=O)CCC3)c1)N1CCCC1 (stereo not drawn)	-13%
Cc1ccc(S(=O)(=O)c2nnn3c2nc(N2CCCC2)c2sccc23)cc1	i
CCOC(=O)c1ccc(Nc2nc3nonc3nc2Nc2cccc(C)c2C)cc1	1.1µM*
Cc1ccc(Cl)cc1NC(=O)c1sc(-n2nc(C)c(Cc3ccc4c(c3)OCO4)c2C)nc1C	-9%

Structures listed so far containing a thiophene ring, fused or not:
SMILES	Pf Dd2 growth
CCC(=O)N1CCc2sc(C(=O)NCc3ccc4c(c3)OCO4)cc2C1	i
Cc1ccc(S(=O)(=O)Nc2cccc(-c3ccc(N4CCCCC4)nn3)c2)s1	?
CCCOc1ccc(CNC(=O)C(CC)n2nc(C)c3sc4ccccc4c3c2=O)cc1 (stereo not drawn)	22%
COc1ccc([C@@H](NC(=O)c2scc3c2CCCC3)C2CC(O)C2)cn1 (stereo partly drawn)	-18%
O=C(C1CCCCCC1)N1CCC(n2cc(-c3ccsc3)nn2)CC1	-25%
O=c1c2c3c(sc2n(Cc2cc(=O)n4ccccc4n2)c(=O)n1-c1ccc(Cl)cc1)CCC3	27%
O=C(c1ccccc1Br)N1CCN(c2cc(-c3cccs3)[nH]n2)CC1	i
Cc1ccc(S(=O)(=O)c2nnn3c2nc(N2CCCC2)c2sccc23)cc1	i

The listing continues:
SMILES	Pf Dd2 growth
CC(=O)N1CCCN(Cc2nnc(C(=O)N3CCC[C@@H]3C(c3ccccc3)c3ccccc3)n2-c2ccccc2)CC1	-4%
Cc1ccc(S(=O)(=O)N2CCC(CCC(=O)NC3CCS(=O)(=O)C3)CC2)cc1 (stereo not drawn)	-22%
COCC1CN(C2CCC2)CC12CCN(C(=O)Cc1cccc(OC)c1)CC2 (stereo not drawn)	?
O=C1COc2ccc(-c3cc(-c4ccccc4)c4c(n3)-c3cc(Cl)ccc3OC4)cc2N1	19%
Cc1ccc(-c2cn3c(n2)CO[C@@H](CNC(=O)C2CCCC2)C3)cc1	?
CC(CNC(=O)c1noc(-c2ccc3c(c2)OCO3)n1)c1ccccc1 (stereo not drawn)	23%
COc1ccc(Nc2nc(N)nc(CSc3nc4ccccc4s3)n2)cc1	32%[activator]
O=C(C[C@@H]1CCNC[C@@H]1Cc1cc(-c2ccccn2)on1)NCc1ccccc1	i
NC(=O)CN1C(=O)CO[C@H]2CN(Cc3ccc(C(F)(F)F)cc3)C[C@H]21	4%[44.1 µM]
Cc1cccc(N2CCN(C(=O)Cc3c(C(=O)O)c(C)cn3C)CC2)c1C	-6%
CCC(=O)N(C1CCOCC1)C1CCN(S(=O)(=O)c2ccccc2Cl)CC1	?
O=C1c2c(nc(COc3cccc(F)c3)n2Cc2ccccc2)NCCN1CCOc1ccccc1	i
CCN(CC)C(=O)Cn1cc(SCC(=O)Nc2cccc(F)c2)c2ccccc21	-7%
CC(C)c1ccc(N2C(=O)N[C@@H]3CCN(C(=O)C4CCCCC4)[C@@H]3C2=O)cc1	i
CCN1c2cc(C(=O)N3CCC(C(N)=O)CC3)ccc2C(=O)N2CCCCCC21 (stereo not drawn)	27%
O=C1CC2(CCN(Cc3ccc(F)cc3)CC2)Oc2ccccc2N1c1ccccc1	-1%
Cc1cccc(C(=O)Nc2nnc(S(=O)(=O)N(C)Cc3ccccc3)s2)c1	59%[activator][5.79 µM]
O=C(Cc1ccc(N(Cc2cccc(F)c2)C(=O)c2ccco2)cc1)NCC1CCCO1 (stereo not drawn)	?
CC(C)n1ccnc1CN1CCc2onc(-c3ccc(Cl)cc3)c2C1	13µM*
c1cncc(-c2nc(-c3ccc(OC4CNC4)cc3)no2)c1	5µM*
CCc1nc2c(c(-c3ccc(OC)cc3)n1)CCN(Cc1ccc(OC)cc1)CC2	?
CC(C)c1cc(CN(C)C(=O)CN2C(=O)COc3cccnc32)on1	2%
C=CCCC(CN1CCCC1)Oc1ccc(-c2ccccc2)nn1 (stereo not drawn)	11µM*
CC(C)c1ccc(NC(=O)c2ccc3c(O)c(S(=O)(=O)c4ccccc4)c(=O)[nH]c3c2)cc1	11µM*
CCc1ccc(NC(=O)c2ccc3nc(C(C)C)oc3c2)cc1	63%[activator]
O=C([C@H]1C[C@H](Oc2ccccc2)CN1C(=O)COc1ccc(F)cc1)N1CCOCC1	?
O=C(NCc1ccc(Cl)cc1)c1ccc(NC(=O)N2CC3CCCN3c3ccccc32)cc1 (stereo not drawn)	?
CN1C(=O)C2(CCN(Cc3ccc(C#N)cc3)C2)c2ccccc21 (stereo not drawn)	?
Cc1ccc(Cl)cc1N1CCN(C(=O)c2cn(C)c3ccc(S(=O)(=O)N4CCCCC4)cc3c2=O)CC1	10%
CCS(=O)(=O)NCC1(COCCOC)C[C@@H](O)[C@@H](O)C1 (stereo partly drawn)	-18%[44.1 µM]

Already shown: three of the compounds above.
SMILES	Pf Dd2 growth
O=C(Cc1ccc(N(Cc2cccc(F)c2)C(=O)c2ccco2)cc1)NCC1CCCO1 (stereo not drawn)	?
CC(C)n1ccnc1CN1CCc2onc(-c3ccc(Cl)cc3)c2C1	13µM*
c1cncc(-c2nc(-c3ccc(OC4CNC4)cc3)no2)c1	5µM*

Next section
SMILES	Pf Dd2 growth
CCc1cc(N(C)Cc2ccc(OC)c(OC)c2)n2nccc2n1	-4%
Fc1ccc(-c2nnc3ccc(NCC4CC4)nn23)nc1	?
COc1ccc(Cl)cc1NC(=O)Cn1nc(Cc2ccncc2)c2ccccc2c1=O	?
O=C(CN1CCN(Cc2ccc(F)cc2Cl)C1=O)NCCc1ccc(Cl)cc1	0%
O=c1[nH]nc2n1CCCC2	-6%
O=C(C1CN(c2ccccc2)C(=O)N1)N1CCC(Cc2ccccc2)CC1 (stereo not drawn)	i
c1cncc(COc2cc3c(cn2)NCCN(CC2CCCCC2)C3)c1	-15%[44.1 µM]
Cc1cc(C2CCCN2C(=O)c2cc(F)cc(F)c2)on1 (stereo not drawn)	-10%
N#Cc1cc2c(nc1SCC(=O)Nc1cccc(F)c1)C1CCN2CC1	?
CCOc1ccc(NC(=O)Cn2c(N3CCC(C)CC3)nc(C)cc2=O)cc1	-15%
CC(C)CCC(C)Nc1ncnc2c1CN(C1CCCNCC1)C(=O)CN2C (stereo not drawn)	?
Cc1nn(C)cc1CN1CCC(O)(c2ccccc2)[C@H](N2CCCC2)C1 (stereo partly drawn)	?
CCOCC(=O)N[C@H]1CN(Cc2nc(C)c(C)n2C)C[C@@H]1C(C)C	-27%
Cc1ccc(NC(=O)Cn2c(=O)n(CCCCC(=O)NCc3ccccc3Cl)c(=O)c3ccccc32)cc1C	?
O=C1CC(c2ccccc2)N(Cc2ccncc2)CCCN(S(=O)(=O)c2cccc(F)c2)CCN1 (stereo not drawn)	0.5µM*
COCCN1Cc2ccc(NCc3ccccc3)nc2C(C)(C(=O)Nc2ccc(F)cc2)C1 (stereo not drawn)	-8%
CCc1ccc(C(=O)N2CCC(Oc3ncccc3C(=O)N3CCCCC3)C2)cc1 (stereo not drawn)	?
COc1cc(Cl)c(NC(=O)C2CCN(S(=O)(=O)c3c(C)noc3/C=C/c3ccccc3F)CC2)c(OC)c1	18%
COCCNC(=O)C1CC(c2ccccc2)CN(C(=O)NCc2ccccc2)C1 (stereo not drawn)	-23%
CN(CC1(CO)CC1)c1nccc(CCC(F)(F)F)n1	3%
O=C(NC[C@H]1C[C@@H]2CCN1C[C@@H]2CN1C[C@@H]2C[C@H](C1)c1cccc(=O)n1C2)Nc1ccccc1	46%[activator]

Only part of the results is shown. The share of hits here may be higher or lower than overall.
